# All columns: NCI-60 one-dose screen, growth in % after 48 h at 10 µM unless noted; 100 = growth as untreated, 0 = no growth, -100 = all killed.
# HOP-92: HOP-92 NSCLC cells | 6.3% of 71,000 active
# SK-MEL-28: SK-MEL-28 melanoma; AID 1794761; 4.1% of 81,000 active
# M14: M14 melanoma | 6.2% of 80,000 active | AID 1794745
# A549/ATCC: A549/ATCC NSCLC; 3.7% of 81,000 active
# CCRF-CEM: CCRF-CEM leukemia; 7% of 77,000 active; AID 1794778
# EKVX: EKVX NSCLC; AID 1794765; 3% of 71,000 active
# SK-MEL-5: SK-MEL-5 melanoma. 6.4% of 80,000 active. AID 1794755
# HOP-62: HOP-62 NSCLC. 3.9% of 80,000 active. AID 1794735
# * = called active by the depositor; · = not tested or not shown; & = joins results of further samples. How the source made its calls: active means growth percent below 10; inactive means the rest.
SMILES,HOP-92,SK-MEL-28,M14,A549/ATCC,CCRF-CEM,EKVX,SK-MEL-5,HOP-62
Fc1ccc(-c2cn(Cc3nc4ccccc4[nH]3)nn2)cc1,96,106,105,91,94,99,98,96
COc1cc2nccc(Oc3ccc(NC(=O)C4(C(=O)Nc5c(F)cc(F)cc5F)CC4)cc3)c2cc1Oc1ccc(N)cn1,2.0*,·,57,48,71,45,29,68
O=c1oc2cc([N+](=O)[O-])ccc2c2ccccc12,89,122,114,108,106,80,107,103
Cc1ccc(S(=O)(=O)NNC(=O)c2cc3c([nH]c4ccccc43)c(-c3cccc(O)c3)n2)cc1,72,67,66,49,59,41,59,72
Cc1nc2sc(C(=O)Nc3ccccc3)c(N)c2cc1C(O)c1ccccc1 (stereo unspecified),64,66,20,24,6.4*,51,4.2*,40
CCc1cccc(-c2ccccc2)c1,93,120,93,104,8.0*,102,111,101
CSc1ccccc1C#C/C=C\C#Cc1ccccc1N1CCCCC1=O,64,153,104,49,60,91,101,88
COc1cccc(/C(O)=C2\C(=O)C(=O)N(CCCn3ccnc3)C2c2cc(OC)c3c(c2)OCO3)c1 (stereo unspecified),107,112,107,103,108,·,100,114
O=C(Nc1cccc2c1C(=O)c1c(O)ccc(NC(=O)c3ccccc3)c1C2=O)c1ccccc1,87,107,84,105,95,89,75,90
COC(=O)CNC(=O)[C@H](Cc1ccccc1)NCc1ccncc1,103,114,105,86,86,100,101,97
COc1cc(/C=C/C(=O)/C=C/c2cc3ccc(Cl)cc3[nH]c2=O)ccc1O,77,99,54,80,23,94,61,114
COc1cc(C)cc2oc3oc(=O)c(C(=O)c4cc5cc(Br)ccc5o4)cc3c(=O)c12,102,106,100,102,120,100,102,104
COc1ccc(OC)c(N(CCN2C(=O)c3ccccc3C2=O)C(=O)CCl)c1,-11*,100,84,76,-57*,·,94,-3.0*
CSc1nc2nc3c(c(-c4ccccc4)c2c(=O)[nH]1)CCC/C3=C\c1ccccc1,·,104,100,96,91,106,100,104
Cc1ccc(C(=O)Oc2ccc(N=C=S)cc2)cc1,99,111,103,105,91,·,104,95
O=c1c2ccccc2nc(-c2ccccc2)n1-c1cc(C(F)(F)F)cc(C(F)(F)F)c1,96,107,91,94,89,·,100,92
COc1ccccc1N=NNc1ccccc1OC,61,101,107,74,28,76,97,109
COc1ccc(CCNC(=O)c2cc(S(=O)(=O)N3CC(C)CC(C)C3)ccc2Sc2ccc(F)cc2)cc1OC (stereo unspecified),58,103,93,97,83,·,93,113
N#C/C(=C\c1ccc(Br)cc1)n1nnc2c(F)cccc21,19,-3.7*,2.5*,15,3.0*,31,-12*,54
O=Cc1c(OCc2cnnn2CC(=O)Nc2ccccc2)ccc2ccccc12,91,103,100,102,113,106,95,100
COc1nc2c(C)cccc2cc1-c1nc2c(cnn2-c2ccc(Br)cc2)c(=O)[nH]1,106,103,101,100,106,107,108,95
COc1ccc(C2NC(=O)N=C3C2C(N)=NN3c2ccccc2)cc1 (stereo unspecified),96,98,98,72,105,86,99,96
CCNC(=O)Oc1ccc(/C(=C(\C)c2ccc(Cl)cc2)c2ccc(OCCN3CCCCC3)cc2)cc1,69,-30*,-46*,46,22,57,·,59
CCS(=O)(=O)c1ncnc2nc[nH]c12,77,107,88,89,93,99,99,93
COc1c(O)cccc1/C=N/NC(=O)Cn1c(C)nc2c(c(C)nn2-c2ccccc2)c1=O,90,105,105,93,94,88,93,93

# Additional structures
SMILES,HOP-92,SK-MEL-28,M14,A549/ATCC,CCRF-CEM,EKVX,SK-MEL-5,HOP-62
NC(=S)N1N=C(c2ccc(F)cc2)CC1c1ccc2c(c1)OCO2 (stereo unspecified),86,115,98,100,84,83,86,105
Fc1ccc(-c2ccnc3c2c(-c2ccccc2)nn3-c2ccccc2)cc1,131,102,107,98,115,107,101,109
C=C1CCC2C3(C)COC(C)(C)OC3CCC2(C)C1CC(Sc1ccccc1)C1=CCOC1=O (stereo unspecified),96,95,83,89,85,94,100,94
CN(C)CCNC(=O)c1cccn2c(=O)c3cc4ccccc4cc3nc12,·,-26*,-64*,-27*,·,16,-20*,-27*
COc1ccc(-n2nc3c(c2-c2ccccc2)-c2oncc2CC3)cc1,74,93,96,94,79,100,·,98
CC(=O)NNc1nc(C)c(C(/C=C/c2ccc(/C=C/C(=N\NC(=O)c3ccncc3)c3sc(NNC(C)=O)nc3C)cc2)=N/NC(=O)c2ccncc2)s1,126,103,97,90,107,86,102,·
Cn1ccc(=O)nc1,104,109,102,83,87,130,99,102
O=c1[nH]c2ccccc2cc1CSc1nccc(-c2ccc(Cl)cc2)n1,105,105,109,92,93,85,103,75
CC(=O)c1sc2c(c1C)c(=O)nc1c(C#N)n[nH]n12,89,103,99,89,88,95,98,97
OCCNCCN=C1CCC(=NCCNCCO)CC1,81,98,100,98,91,92,100,97
CC1CCS(=O)(=O)C1 (stereo unspecified),104,93,106,98,110,·,97,101
COc1ccc(C2CC(c3ccco3)=NN2c2ccc(S(N)(=O)=O)cc2)cc1 (stereo unspecified),75,103,99,92,95,·,97,107
CC1Nc2c(ccc3ncccc23)C(=O)N1Nc1ccccc1 (stereo unspecified),76,121,102,108,93,·,·,87
C/C(Cc1ccc(Cl)cc1)=C(/c1ccc(Cl)cc1)c1ccc(OCCN2CCCC2)cc1,61,98,78,70,66,91,93,92
O=C1c2c(c3c4cc(Br)ccc4[nH]c3c3ccc4ccccc4c23)C(=O)N1CCN1CCOCC1,95,98,66,75,26,85,84,55
CCN(CC)CCCC(C)Nc1cnc(C(=O)Nc2cccc3ccc(OC)nc23)cn1 (stereo unspecified),49,·,-76*,81,-7.6*,104,5.4*,94
Nc1nccc(N2CCCC(CO)(CCCc3ccccc3)C2)n1 (stereo unspecified),73,97,91,93,89,78,80,105
CCN(CC)CCn1c2ccc(OC)cc2c2sc3cc(O)ccc3c(=O)c21,62,69,31,18,14,47,76,34
CC/C(=C(/c1ccc(Cl)cc1)c1ccc(OCCN)cc1)c1ccc(Cl)cc1,81,96,91,100,89,88,99,97
COc1ccc(CNCCN2C(=O)c3ccc4c5c(ccc(c35)C2=O)C(=O)N(CCNCc2ccc(OC)c(OC)c2OC)C4=O)c(OC)c1OC,5.6*,-7.8*,-58*,-40*,-15*,-28*,-94*,20
O=C(O)/C=C\C(=O)NCc1cccnc1,95,119,99,95,96,107,102,100
O=C(/C(=C(\C(=O)c1ccccc1)c1ccccc1)c1ccccc1)c1ccccc1,38,90,66,29,16,41,60,80
O=C(c1ccc(O)cc1)C1[C@H](c2ccc(Br)cc2)[C@@H](c2ccccc2)NC12C(=O)Nc1ccccc12 (stereo partly specified),8.1*,78,52,29,36,28,30,39
COc1cc(CNC(=O)/C=C/c2ccccc2)ccc1OCc1cn(-c2ccc(Cl)c(Cl)c2)nn1,29,58,64,57,80,83,62,94
O=C1C2=C(C(=O)c3ccccc31)C(O)(S(=O)(=O)O)C(O)(S(=O)(=O)O)C1N=CC=CC21 (stereo unspecified),-2.7*,73&89,43,22&36,42&25,30&36,30&27,42&42

# Some of the entries so far, with tabs.
compound	HOP-92	SK-MEL-28	M14	A549/ATCC	CCRF-CEM	EKVX	SK-MEL-5	HOP-62
CC(=O)NNc1nc(C)c(C(/C=C/c2ccc(/C=C/C(=N\NC(=O)c3ccncc3)c3sc(NNC(C)=O)nc3C)cc2)=N/NC(=O)c2ccncc2)s1	126	103	97	90	107	86	102	·
Cn1ccc(=O)nc1	104	109	102	83	87	130	99	102
O=c1[nH]c2ccccc2cc1CSc1nccc(-c2ccc(Cl)cc2)n1	105	105	109	92	93	85	103	75
CC(=O)c1sc2c(c1C)c(=O)nc1c(C#N)n[nH]n12	89	103	99	89	88	95	98	97

# 3 compounds from above, ordered by length of the SMILES, descending.
SMILES,HOP-92,SK-MEL-28,M14,A549/ATCC,CCRF-CEM,EKVX,SK-MEL-5,HOP-62
COc1ccc(CNCCN2C(=O)c3ccc4c5c(ccc(c35)C2=O)C(=O)N(CCNCc2ccc(OC)c(OC)c2OC)C4=O)c(OC)c1OC,5.6*,-7.8*,-58*,-40*,-15*,-28*,-94*,20
O=C1c2c(c3c4cc(Br)ccc4[nH]c3c3ccc4ccccc4c23)C(=O)N1CCN1CCOCC1,95,98,66,75,26,85,84,55
CC1Nc2c(ccc3ncccc23)C(=O)N1Nc1ccccc1 (stereo unspecified),76,121,102,108,93,·,·,87

# Shown bar-delimited: part of the list above
Molecule | HOP-92 | SK-MEL-28 | M14 | A549/ATCC | CCRF-CEM | EKVX | SK-MEL-5 | HOP-62
O=C(/C(=C(\C(=O)c1ccccc1)c1ccccc1)c1ccccc1)c1ccccc1 | 38 | 90 | 66 | 29 | 16 | 41 | 60 | 80
O=C(c1ccc(O)cc1)C1[C@H](c2ccc(Br)cc2)[C@@H](c2ccccc2)NC12C(=O)Nc1ccccc12 (stereo partly specified) | 8.1* | 78 | 52 | 29 | 36 | 28 | 30 | 39
COc1cc(CNC(=O)/C=C/c2ccccc2)ccc1OCc1cn(-c2ccc(Cl)c(Cl)c2)nn1 | 29 | 58 | 64 | 57 | 80 | 83 | 62 | 94
O=C1C2=C(C(=O)c3ccccc31)C(O)(S(=O)(=O)O)C(O)(S(=O)(=O)O)C1N=CC=CC21 (stereo unspecified) | -2.7* | 73&89 | 43 | 22&36 | 42&25 | 30&36 | 30&27 | 42&42

# The results go on.
SMILES,HOP-92,SK-MEL-28,M14,A549/ATCC,CCRF-CEM,EKVX,SK-MEL-5,HOP-62
Cc1ccc(CC#N)cc1C,·,137,97,109,128,88,99,101
O=C(Nc1nc2ccc(F)cc2s1)c1cccnc1Nc1ccc(Cl)cc1,0.4*,62,54,31,5.1*,9.8*,5.6*,76
CC1C=NNC1=O (stereo unspecified),130,106,106,106,95,98,100,94
CC/C=C\C[C@H](O)C/C=C1/C(=O)C=C[C@@H]1C/C=C\CCCC(=O)OCCS(=O)(=O)c1ccccc1,110,74,28,78,5.0*,104,·,22
CC(=O)OC[C@@]1(C)C2CC[C@]3(C)C(CC=C4C5CC(C)(C)CC[C@]5(C(=O)Nc5ccc(Br)cc5)CC[C@]43C)[C@@]2(C)C[C@@H](OC(C)=O)[C@@H]1OC(C)=O (stereo partly specified),55,72,53,39,29,33,8.4*,38
Cc1nc2ncccc2c(=O)n1-c1ccc(S(=O)(=O)N=C(N)N)cc1,93,96,93,74,109,97,100,96
C=C1C(=O)O[C@H]2[C@H]1CC/C(COC(=O)OC/C1=C/CC[C@@]3(C)O[C@H]3[C@H]3OC(=O)[C@@H](CN(C)C)[C@@H]3CC1)=C\CC[C@@]1(C)O[C@@H]21,-52*,-18*,-23*,73,-13*,49,47,89
CC1(C)CCc2cc(-c3ccn(S(=O)(=O)c4ccccc4)n3)ccc2O1,60,97,61,78,66,·,76,108
CC(C)(C)OC(=O)c1cc2c3ccccc3oc(=O)c2c2nc3ccccc3n12,107,110,93,104,102,96,89,84
CN1C(=O)CCC(N2C(=O)c3cccc(NCCOCCOCCNC(=O)c4cc5c(o4)C(=O)c4ccccc4C5=O)c3C2=O)C1=O (stereo unspecified),65,-20*,-67*,-45*,18,9.9*,-97*,-59*
O=C(Nc1ccc(Cl)cc1F)c1cc(F)ccc1O,-7.2*,7.5*,2.9*,7.6*,8.6*,8.8*,-84*,-0.1*
CCOC(=O)c1cc2c(n1C)-c1nc(OC)c(S(=O)(=O)c3ccccc3)cc1CCC2,22,116,99,78,74,·,77,91
COc1cc(OC)cc(-c2nn(CC(=O)N3CCCC3)c3ncnc(N)c23)c1,94,109,101,107,102,101,102,105
Cc1cc(N(C)C)cc(C)c1N=Nc1cc[n+]([O-])cc1,·,109,129,105,101,95,·,111
Cc1ccc(-n2c(C(=O)NC3CC3)cc3cccnc32)cc1Cl,79,112,115,102,99,105,96,98
NS(=O)(=O)c1ccc(CCn2c(SCC(=O)N/N=C/c3ccccc3O)nc3ccccc3c2=O)cc1,·,76,42,54,19,76,31,44
CCC(C)C1NC(=O)C(CCNCS(=O)(=O)O)NC(=O)C(NC(=O)C(CCNCS(=O)(=O)O)NC(=O)C(NC(=O)C(CCNCS(=O)(=O)O)NC(=O)CCCCC(C)C)C(C)O)CCNC(=O)C(C(C)O)NC(=O)C(CCNCS(=O)(=O)O)NC(=O)C(CCNCS(=O)(=O)O)NC(=O)C(C(C)CC)NC1=O (stereo unspecified),96,50,35,·,21,84,4.4*,47
O=CN1N=C(c2cccc(Nc3ccnc4cc(Cl)ccc34)c2)CC1c1ccccc1 (stereo unspecified),19,49,24,21,8.4*,34,18,37

# This is a random part of the collection. About 12% of those tested had a hit in this group.
